T cell HTS – modulators of CD8 T cell-vesicle binding, primary screen, mouse 2C CD8+ T cells, flow cytometry; 2C CD8+ T cell-vesicle binding; hits give low values; calls only at 7 µM; 330,000 tested, 0.068% active; AID 2052, 2009;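 active = response, share of CD8 T cells binding vesicles, and their 90th percentile fluorescence all below set limits, cut at about 80% in these data, passing the limit was not always enough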
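Material: 2C TCR transgenic mouse naive CD8+ T cells, MACS-purified. Also added: QL9-charged Drosophila Ld/ICAM-1/B7-1 vesicles. Timing: binding 1.5 h at 37 °C. Measured by: high-throughput flow cytometry with anti-B7-1 and anti-CD8 staining. Read-out: percent CD8+ FL2 mean versus row control. Controls: Unloaded micro-vesicles (low), QL9 vesicles with 0.7% DMSO (high).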
West Nile virus CPE – West Nile virus antiviral activity, cell-based, CPE readout (AID 1621); West Nile virus-infected cells, CPE inhibition; higher % means a stronger effect; 290,000 tested, 0.02% active; CPE inhibition, % at 10 µM, or IC50 in µM where a hit was titrated; in the data active = a potency from the dose series; note: strong numbers were not always called active
NTR1 agonist – agonists of NTR1, primary screen, imaging, U2OS cells, beta-arrestin-GFP, high content (AID 493036). 330,000 tested, 0.17% active. NTR1-U2OS beta-arrestin-GFP spot imaging, agonist mode. activation, % at 20 µM;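 active = activation at or above 40% of the spot to cytoplasm intensity ratio, with at least 20 cells analyzed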;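 note: 0% = DMSO without peptide and 100% = 100 nM NTR1 peptide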
Target sequence (P30989 whole entry, looked up): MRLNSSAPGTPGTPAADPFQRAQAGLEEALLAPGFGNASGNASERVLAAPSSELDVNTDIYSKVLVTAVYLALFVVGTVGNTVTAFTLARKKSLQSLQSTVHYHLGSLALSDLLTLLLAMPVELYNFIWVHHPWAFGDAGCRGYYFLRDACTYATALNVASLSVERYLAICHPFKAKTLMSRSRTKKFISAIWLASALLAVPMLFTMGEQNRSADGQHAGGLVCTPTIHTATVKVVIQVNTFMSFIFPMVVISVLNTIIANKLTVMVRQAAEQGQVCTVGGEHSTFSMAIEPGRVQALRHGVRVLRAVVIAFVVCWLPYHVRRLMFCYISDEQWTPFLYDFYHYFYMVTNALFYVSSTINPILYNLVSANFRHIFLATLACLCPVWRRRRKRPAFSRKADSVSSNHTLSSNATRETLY
GPR55 activation – GPR55 agonists via beta-arrestin recruitment, primary screen, imaging, U2OS cells, beta-arrestin-GFP redistribution (AID 1961); 290,000 tested, 0.048% active; G-protein coupled receptor 55 (Homo sapiens); U2OS GPR55 beta-arrestin-GFP redistribution imaging; higher % means a stronger effect; activation, % at 10 µM; hits with a dose series show EC50 in µM;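 active = activation above 40% with more than 50 cells counted in the well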;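 note: U2OS osteosarcoma cells stably expressing GPR55 and beta-arrestin-GFP; plate controls were DMSO negative control for no effect and LPI positive control for full effect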
GPR55 antagonists – GPR55 antagonists blocking LPI-driven arrestin recruitment, primary screen, imaging, U2OS, beta-arrestin-GFP, LPI agonist (AID 2013); G-protein coupled receptor 55 (Homo sapiens); U2OS GPR55 beta-arrestin-GFP translocation imaging, LPI antagonism; higher % means a stronger effect; inhibition, % at 10 µM, or IC50 in µM where a hit was titrated; 290,000 tested, 0.13% active;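 active = spots per cell inhibited over 60%, with over 100 cells counted and total cytoplasm intensity under 500,000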;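 note: U2OS cells stably carrying GPR55 and arrestin-GFP stimulated by 5 µM LPI near EC80; imaged beta-arrestin-GFP aggregate spots per cell after agonist stimulation; plate controls were LPI-stimulated DMSO wells for no effect and DMSO wells without LPI for full effect; some results filed as inactive read as strong as hits; confirmed hits need IC50 under 10 µM and bright autofluorescent wells are also inconclusive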
Salmonella PhoP GFP – inhibitors of PhoP regulon expression, primary screen, Salmonella Typhimurium, GFP reporter (AID 1863); S. Typhimurium PhoP-regulated promoter GFP reporter, 4 h; higher % means a stronger effect; one-dose inhibition, % at 50 µM; IC50 in µM for titrated hits; 300,000 tested, 0.16% active;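 active = inhibition over 29.93%, a cutoff 3 SD above the screen mean, later confirmed by dose response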;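 note: 0% = low Mg2+ inducing control and 100% = high Mg2+ repressing control; strong numbers were not always called active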
GPR35 antagonists – GPR35 antagonists blocking zaprinast-driven arrestin recruitment, primary screen, imaging, U2OS, beta-arrestin-GFP, zaprinast agonist (AID 2058); G-protein coupled receptor 35 (Homo sapiens); U2OS GPR35 beta-arrestin-GFP translocation imaging, zaprinast antagonism; higher % means a stronger effect; one-dose inhibition, % at 10 µM; IC50 in µM for titrated hits; 290,000 tested, 0.052% active;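 active = inhibition of at least 50% with at least 30 cells and total cytoplasm GFP at most 10,000,000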
KOR beta-arrestin-1 – KOR agonists, beta-arrestin recruitment, primary screen, cell-based, luminescence, uHTS (AID 1777) | Kappa-type opioid receptor (Homo sapiens) | 280,000 tested, 0.02% active | KOR beta-arrestin recruitment, luminescence; higher % means a stronger effect | one-dose activation, % at 10 µM; EC50 in µM for titrated hits; in the data active = activation above about 50%, passing the limit was not always enough; note: a part of the inactive calls stands beside numbers as strong as those of hits
KOR beta-arrestin-2 – KOR antagonists, beta-arrestin recruitment, cell-based, luminescence, uHTS (AID 1778); Kappa-type opioid receptor (Homo sapiens); KOR beta-arrestin recruitment, luminescence, antagonist mode; higher % means a stronger effect; inhibition, % at 10 µM, or IC50 in µM where a hit was titrated; 290,000 tested, 0.091% active; in the data active = inhibition above about 50%; note: strong numbers were not always called active
T cell HTS vesicle-bound % – second read-out of T cell HTS, no call of its own (marks repeat the call); double positive events, %; measured here: CD8+ vesicle-bound cell fraction;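 binding gate set so that unloaded-vesicle control wells show 10% double positive cells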
NTR1 agonist cell count 20 µM – recorded beside NTR1 agonist, whose call it bears; cell count; measured here: cell count, cytotoxicity flag
* marks the source's active call; other numbers are inactive results; i = inactive; . = not tested or not shown; & = joins results of further samples; [ ] = dose if it differs, or a comment. This is a random part of the collection. Share with any hit: about 0.62%.

SMILES	T cell HTS	T cell HTS vesicle-bound %	West Nile virus CPE	NTR1 agonist	NTR1 agonist cell count 20 µM	GPR55 activation	GPR55 antagonists	Salmonella PhoP GFP	GPR35 antagonists	KOR beta-arrestin-1	KOR beta-arrestin-2
CCOc1ccc(NC(=O)CSc2nnc(-c3cc(C)[nH]n3)n2N)cc1	i	28.7	-0.6%	0.0	58	0.6%	1.5%	-9.4%	-2.3%	0.7%	27.0%
Cc1ccc(CN=c2c([N+](=O)[O-])nn(-c3ccc4c(c3)OCCO4)n2O)cc1	i	6.7	-0.4%	18.2	73	-0.6%	14.5%	1.2%	-4.2%	-1.8%	17.9%
CC(C)(C)c1ccc2c(c1)OC(C(=O)N/N=C/c1ccc([N+](=O)[O-])o1)CO2 (centres undefined)	i	9.0	-0.7%	7.5	40	0.0%	-7.6%	-1.4%	7.8%	1.2%	-27.5%
COCCNS(=O)(=O)c1ccc2c(c1)C(=NO)c1cc(S(=O)(=O)NCCOC)ccc1-2	i	29.4	0.1%	-0.8	56	0.7%	7.2%	-4.1%	-4.3%	-0.2%	35.4%
COc1ccc(Cl)cc1C(=O)NNC(=O)c1cccc([N+](=O)[O-])c1	i	18.7	2.6%	-1.1	61	0.6%	-5.9%	-2.2%	-6.7%	-6.2%	-31.2%[20 µM]
CC1CCN(S(=O)(=O)c2ccc3c(c2)c(=O)c(C(=O)NCc2cccs2)cn3C)CC1	i	6.6	0.0%	0.0	48	-0.1%	5.7%	7.8%	-6.9%	-2.0%	40.0%
O=C(Nc1nc(-c2ccc(-c3ccccc3)cc2)cs1)c1cc([N+](=O)[O-])ccc1N1CCOCC1	i	42.1	-0.4%	0.5	30	0.0%	2.8%	-9.1%	6.1%	-8.1%	-19.5%
COc1ccc(-c2nc3c(c(=O)c4ccccc4n3C)c(=O)n2Cc2ccccc2)cc1	i	42.9	-0.1%	6.1	48	0.5%	18.5%	5.6%	10.7%	-0.2%	34.8%
Cc1nnsc1C(=O)Nc1ccccc1Cl	i	4.8	-0.4%	0.4	71	0.1%	-11.6%	19.7%	-14.4%	-1.6%	0.1%
O=C(CSc1nnc(COc2ccccc2)n1Cc1ccco1)NCc1ccco1	i	26.6	1.3%	1.3	47	0.4%	8.4%	-12.9%	-4.7%	3.9%	-6.3%

Given with bars between the fields: entries from further up
compound | T cell HTS | T cell HTS vesicle-bound % | West Nile virus CPE | NTR1 agonist | NTR1 agonist cell count 20 µM | GPR55 activation | GPR55 antagonists | Salmonella PhoP GFP | GPR35 antagonists | KOR beta-arrestin-1 | KOR beta-arrestin-2
CCOc1ccc(NC(=O)CSc2nnc(-c3cc(C)[nH]n3)n2N)cc1 | i | 28.7 | -0.6% | 0.0 | 58 | 0.6% | 1.5% | -9.4% | -2.3% | 0.7% | 27.0%
Cc1ccc(CN=c2c([N+](=O)[O-])nn(-c3ccc4c(c3)OCCO4)n2O)cc1 | i | 6.7 | -0.4% | 18.2 | 73 | -0.6% | 14.5% | 1.2% | -4.2% | -1.8% | 17.9%
CC(C)(C)c1ccc2c(c1)OC(C(=O)N/N=C/c1ccc([N+](=O)[O-])o1)CO2 (centres undefined) | i | 9.0 | -0.7% | 7.5 | 40 | 0.0% | -7.6% | -1.4% | 7.8% | 1.2% | -27.5%
COCCNS(=O)(=O)c1ccc2c(c1)C(=NO)c1cc(S(=O)(=O)NCCOC)ccc1-2 | i | 29.4 | 0.1% | -0.8 | 56 | 0.7% | 7.2% | -4.1% | -4.3% | -0.2% | 35.4%

Additional structures follow.
SMILES	T cell HTS	T cell HTS vesicle-bound %	West Nile virus CPE	NTR1 agonist	NTR1 agonist cell count 20 µM	GPR55 activation	GPR55 antagonists	Salmonella PhoP GFP	GPR35 antagonists	KOR beta-arrestin-1	KOR beta-arrestin-2
Cc1ccc(NC2=NCC(=O)N2C2CCCC2)cc1	i	55.4	1.0%	-0.1	89	0.2%	0.9%	10.7%	4.4%	1.6%	-40.2%[20 µM]
O=C(Oc1ccc2c(c1)C(=O)c1ccccc1CO2)c1ccccc1	i	44.5	-0.4%	-0.1	53	-0.2%	7.8%	-4.3%	-7.7%	-0.5%	-8.9%
Cc1ccc2oc(=O)c3cnn(CC(=O)NCCN(C)C)c3c2c1	i	39.7	-0.3%	1.3	99	-0.1%	-2.4%	-0.8%	7.1%	3.9%	20.1%
CCOC(=O)c1oc2c(CN3CCN(CCO)CC3)c(O)c(CC)cc2c(=O)c1-c1nc2ccccc2s1	i	22.0	0.6%	1.5	31	-0.3%	10.2%	-10.1%	-8.3%	.	-5.1%
COc1cc(CN2CCN(c3ccccc3F)CC2)c([N+](=O)[O-])cc1OC	i	61.0	-1.4%	2.6	91	-0.4%	5.2%	-13.9%	-7.5%	-0.4%	.
CC(NC(=O)C1CCCN(C(=O)N(C)C)C1)c1ccccc1 (centres undefined)	i	18.5	0.1%	1.1	78	-0.2%	5.6%	-12.9%	-13.4%	-3.8%	-7.0%
CCOc1ccc(-n2c(=S)sc3c(=O)[nH]c(SCC(=O)NCc4ccco4)nc32)cc1	i	12.9	1.3%	1.6	71	-0.1%	8.9%	-11.7%	2.5%	-2.3%	40.8%
O=c1c2ccccc2nnn1CSc1nnc(-c2cccnc2)n1-c1ccccc1F	i	17.1	0.8%	0.5	45	-0.2%	1.3%	3.4%	5.4%	3.8%	3.7%
Cc1nnc(N2CCCC(C(=O)NCc3ccccc3F)C2)c2nn(-c3ccccc3)c(C)c12 (centres undefined)	i	47.0	-0.2%	7.7	65	-0.1%	13.2%	7.6%	-14.1%	-5.4%	-3.2%
CS(=O)(=O)N1CCCC(c2nc(-c3ccc(S(=O)(=O)NCc4ccccc4)cc3)no2)C1 (centres undefined)	i	19.3	1.9%	4.5	76	0.2%	2.0%	3.4%	1.0%	6.0%	-18.6%
N[C@@H](Cc1ccc(O)c(I)c1)C(=O)O	i	62.4	.	1.7	63	0.1%	8.6%	1.2%	-20.2%	1.9%	-9.1%
NC(=O)CC(NC(=O)c1ccc(Br)cc1)c1ccc(N2CCN(c3ccccn3)CC2)c([N+](=O)[O-])c1 (centres undefined)	i	10.6	0.5%	-2.3	72	-0.1%	-4.6%	5.1%	-5.8%	1.1%	37.8%
CCc1ccc(/C=C(\Cl)c2nc3cc(Cl)ccc3c(=O)[nH]2)cc1	i	43.5	-0.5%	-0.2	65	0.3%	9.7%	-3.0%	4.9%	-3.5%	1.8%
COc1ccc(/C=C2\SC(=S)N(CCC(=O)NCCCn3ccnc3)C2=O)cc1	i	37.6	0.0%	0.2	58	0.2%	6.1%	2.4%	-3.8%	-2.6%	-6.6%
CCN1C(=O)CSc2ccc(C(=O)NCc3ccc(OC)cc3)cc21	i	52.4	0.2%	0.4	64	-0.1%	0.5%	-1.7%	-2.5%	-1.1%	-8.9%
CN(CC(=O)NCc1ccc(F)cc1)S(=O)(=O)c1ccc(Br)s1	i	24.2	1.5%	1.5	53	0.2%	-11.0%	4.6%	5.5%	-3.7%	-11.2%
CC1(C)Cc2ccccc2C(NNC(=O)c2ccc(Br)o2)=N1	i	26.2	-0.2%	1.2	80	0.6%	-5.9%	0.1%	12.3%	-0.6%	-10.4%
Cc1ccc(C(C)C)c(OCC(=O)N/N=C/c2cccn2C)c1	i	16.6	0.1%	1.6	50	0.3%	11.9%	-9.5%	2.1%	3.8%	-42.7%
O=C(CSCc1ccc([N+](=O)[O-])cc1)N/N=C/c1cccnc1	i	42.1	-0.6%	2.3	22	-0.1%	3.2%	1.6%	10.2%	.	-14.4%[20 µM]
COc1ccc(C(=O)Nc2ccccc2C(=O)NC(Cc2c[nH]c3ccccc23)C(=O)O)cc1 (centres undefined)	i	61.8	-0.3%	3.1	37	-0.1%	4.1%	-3.6%	-1.4%	.	-21.4%[20 µM]
COc1ccccc1CNC(=O)CCc1nnc2ccc(NCCCN3CCCC3=O)nn12	i	11.2	-0.1%	0.3	64	0.2%	4.6%	-1.8%	-3.2%	5.2%	-9.7%
CN(Cc1ccccc1F)C(=O)CCCNC(=O)c1ccc(Cl)cc1	i	43.8	-0.7%	1.9	99	-0.3%	0.2%	-2.7%	1.6%	-4.6%	-8.5%
O=C(c1ncc[nH]1)c1ccccc1Cl	i	62.0	0.2%	0.6	90	0.6%	3.3%	3.5%	9.5%	-6.7%	13.2%
c1ccc(C2C3=C(CCCC3)Nc3ncnn32)cc1 (centres undefined)	i	23.1	-0.7%	2.2	42	-0.1%	1.2%	11.5%	9.4%	-4.2%	-7.5%
CN(CCc1nc2ccc(Cl)cc2[nH]1)Cc1nc(CC2CC2)no1	i	20.6	-1.2%	-0.9	64	-0.2%	2.3%	8.7%	12.7%	7.2%	16.0%
CN1CCN(S(=O)(=O)c2ccc(Sc3nc4ccccc4[nH]3)c3nsnc23)CC1	i	57.3	1.0%	0.1	54	0.0%	-3.2%	-6.4%	8.8%	0.7%	-5.0%
O=C(NCCO[N+](=O)[O-])c1cccnc1	i	20.5	0.4%	0.7	46	-0.5%	-23.6%	8.6%&-4.0%	-12.7%	1.2%	-20.1%
COc1ccc(C(=O)NC2CCN(C(=S)Nc3ccc(C)c(C)c3)CC2)cc1	i	32.3	-0.2%	-1.1	86	0.8%	12.6%	-3.2%	7.5%	2.5%	-3.6%
Cc1cc(C)c(OCC(=O)Nc2nnc(-c3ccco3)o2)c(C)c1	i	4.6	0.3%	1.4	52	0.5%	2.1%	2.8%	4.0%	-3.1%	2.0%
COc1ccc(/C=N/NC(=O)NC23CC4CC(CC(C4)C2)C3)c(OC)c1	i	25.4	-0.5%	12.0	43	0.0%	3.6%	0.7%	18.4%	-0.7%	-51.4%
O=S(=O)(Nc1ccc(N2CCOCC2)cc1)c1ccc2ccccc2c1	i	51.6	.	1.5	69	-0.1%	-1.8%	-8.5%	0.9%	4.8%	-9.7%
O=C(Nc1ccc(-c2ccc3nncn3n2)cc1)c1ccc(Br)o1	i	31.3	-0.1%	-0.6	52	-1.0%	17.1%	5.3%	3.8%	-3.8%	-0.8%

Compound activity (PubChem BioAssay)
